# TAAR1 antag: human TAAR1 antagonism | inhibition, % at 3 µM | actives 1.5% (n = 360,000) | CHO RD-HGA16 TAAR1, Fluo-8 calcium fluorescence, antagonist | Q96RJ0;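 active = inhibition above a per-plate cutoff, the mean inhibition of test compounds on that plate plus 3 SD, cut at about 49% in these data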;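 also: 0% = DMSO plus EC80 beta-PEA response and 100% = DMSO alone without agonist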
# Target sequence (Q96RJ0 whole entry, looked up): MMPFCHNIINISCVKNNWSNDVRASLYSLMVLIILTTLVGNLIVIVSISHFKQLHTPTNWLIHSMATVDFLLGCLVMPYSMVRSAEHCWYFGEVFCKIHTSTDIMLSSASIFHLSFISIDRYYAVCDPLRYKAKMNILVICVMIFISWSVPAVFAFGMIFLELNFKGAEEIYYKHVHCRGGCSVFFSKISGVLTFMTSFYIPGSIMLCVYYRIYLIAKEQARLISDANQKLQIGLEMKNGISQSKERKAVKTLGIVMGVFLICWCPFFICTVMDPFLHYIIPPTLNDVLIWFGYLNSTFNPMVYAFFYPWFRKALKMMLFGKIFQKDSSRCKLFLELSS
#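 System: CHO RD-HGA16 cells bearing hTAAR1. Reagent: EC80 β-phenethylamine stimulus. Schedule: seeding 17-24 h prior, 75-min 37 °C, 30-min RT dye loading. Signal: Fluo-8 intracellular calcium dye fluorescence, real-time kinetic reads. Read-out: % inhibition from peak post-agonist over basal fluorescence ratio. Benchmarks: vehicle wells and EC80 agonist wells. Replicates: n of 1.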
# M1 ag: agonists of human M1 muscarinic receptor; actives 0.33% (n = 360,000); CHO-K1 hM1, Fluo-8 calcium fluorescence, agonist mode; 0% DMSO, 100% acetylcholine EC100; activation, % at 3 µM; P11229;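 active = activation above the run's mean compound activation plus 3 SD, cut at about 16% in these data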;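 also: peak over basal fluorescence ratio within a 140 s kinetic read after compound addition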
# CHRM1 antagonist: blocks human M1 muscarinic receptor; actives 1.3% (n = 360,000); AID 588852; P11229; inhibition, % at 3 µM; CHO-K1 hM1, Fluo-8 calcium fluorescence, ACh EC80 antagonist;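 active = percent inhibition above its own plate's cutoff, namely the mean of that plate's compound wells plus 3 SD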;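 also: peak over basal fluorescence ratio during 140 s after agonist addition; 0% = ACh EC80 plus DMSO and 100% = DMSO alone without agonist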
# CHO parental Ca: signal in parental CHO cells, OX1R antagonist counter-screen. parental CHO-K1, ATP-induced calcium, Fluo-8 fluorescence. actives 0.63% (n = 330,000). inhibition, % at 5.6 µM;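 active = inhibition above that plate's mean sample inhibition plus 3 SD, cut at about 26% in these data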;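 also: 0% = ATP-challenged DMSO wells and 100% = DMSO wells without ATP; some compounds past the cut are filed as inactive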
#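 Test system: parental CHO cells; detection: calcium-sensitive Fluo-8 fluorescence; evaluation: percent inhibition of calcium signal; also added: ATP as calcium-mobilizing challenge; repeats: one well per compound; control set: ATP-challenged DMSO wells low, unchallenged DMSO wells high; compound: single nominal dose of 5.6 µM per compound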
# OXTR potentiate: potentiators of human oxytocin receptor | P30559 | CHO-OTR cells, Fluo-8 calcium fluorescence, potentiator mode; 0% = oxytocin EC15, 100% = EC100 | activation, % at 3 µM | actives 0.061% (n = 320,000) | AID 2445;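 active = activation above that plate's cutoff, the mean activation of tested compounds plus 3 SD, cut at about 6.6% in these data, passing the limit was not always enough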;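 also: 100% uses oxytocin at 75 nM as the full agonist control; some results filed as inactive read as strong as hits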
# Target sequence (P30559 whole entry, looked up): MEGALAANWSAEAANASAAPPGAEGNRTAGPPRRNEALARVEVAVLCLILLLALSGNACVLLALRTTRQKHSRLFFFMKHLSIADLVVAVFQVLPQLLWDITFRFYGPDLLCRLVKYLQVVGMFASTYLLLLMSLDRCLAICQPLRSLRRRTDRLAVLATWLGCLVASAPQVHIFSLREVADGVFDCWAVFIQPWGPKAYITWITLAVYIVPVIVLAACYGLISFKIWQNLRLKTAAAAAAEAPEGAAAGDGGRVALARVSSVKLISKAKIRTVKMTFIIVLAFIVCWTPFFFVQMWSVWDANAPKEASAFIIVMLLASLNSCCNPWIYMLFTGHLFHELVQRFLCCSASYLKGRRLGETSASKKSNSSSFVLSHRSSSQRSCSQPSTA
#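 assay system = CHO-OTR cells, human receptor | schedule = compound 6 min at room temperature before oxytocin, 100 s read | detection = Fluo-8 intracellular calcium fluorescence, ex 470-495, em 515-575 nm | evaluation = normalized max/min fluorescence ratio, % activation | control set = EC15 oxytocin alone as 0%, 75 nM oxytocin (EC100) as 100%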
# TAAR1 agonist: agonists of human TAAR1. actives 0.99% (n = 360,000). AID 624467. Q96RJ0. CHO RD-HGA16 TAAR1, Fluo-8 calcium fluorescence; vehicle wells 0%, saturating PEA agonist 100%. activation, % at 3 µM;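 active = activation above the mean activation of all test compounds in the run plus 3 SD, cut at about 38% in these data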
#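 Signal – calcium-sensitive Fluo-8 signal, excitation 470-495, emission 515-575 nm · System – RD-HGA16 (CHO) cells co-expressing Gα16 and hTAAR1 · Incubation – 17-24 h seeding, 75 min 37 °C dye, 30 min RT · Compound dosing – 3 µM single concentration · Repeats – no replicates (n 1)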
# M1 PAM parental: M1 PAM counterscreen hit in parental CHO-K1 cells; ATP EC20, Fluo-8 calcium fluorescence; 0% at ATP EC20, 100% at ATP max; activation, % at 3 µM; actives 0.02% (n = 360,000); AID 602247;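 active = activation above the run cutoff, the mean activation of all test compounds plus 3 SD, cut at about 40% in these data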;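 also: peak over basal fluorescence ratio in a 140 s read after ATP addition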
# M1 ag parental: nonselective activator or artifact in parental CHO-K1 cells. Fluo-8 calcium fluorescence; scaled to maximal ATP response, vehicle zero. activation, % at 3 µM. actives 0.48% (n = 360,000). AID 602248; in the data active = activation above about 15%;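 also: untransfected CHO-K1 host cells lacking M1 receptor as counterscreen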
# CHO-K1 Ca antag: counter-screen for M1 antagonists: effect in parental CHO-K1 cells. inhibition, % at 3 µM. ATP-induced calcium, Fluo-8 fluorescence. actives 0.6% (n = 360,000);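 active = inhibition above a per-plate cutoff, the plate's mean sample inhibition plus 3 SD, cut at about 24% in these data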;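 also: 0% = DMSO plus EC80 ATP and 100% = DMSO alone without ATP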
# The depositor's hits bear a star; nt = not tested or not shown.
nr	SMILES	TAAR1 antag	M1 ag	CHRM1 antagonist	CHO parental Ca	OXTR potentiate	TAAR1 agonist	M1 PAM parental	M1 ag parental	CHO-K1 Ca antag
1	O=Cc1ccccc1OCCOc1ccc([N+](=O)[O-])cc1	-2	-8	3	2	-15	1	12	4.3	-2
2	COc1cccc(C(O)c2nc(-c3cccc(C(=O)O)c3)cs2)c1 (configuration not stated)	-12	-4	-13	nt	nt	1	10	0.4	-15
3	COc1ccc(N2C(=O)C3CCCN3C2c2ccc(F)cc2)cc1Cl (configuration not stated)	-6	-3	-2	-7	-6	1	11	0.2	-13
4	Cc1cc(OCC(=O)N2CCC(C(N)=O)CC2)c2c(C)c(C)c(=O)oc2c1	nt	0	13	-1	2	nt	-6	0.2	6
5	CC(C(=O)Nc1nccs1)c1ccc([N+](=O)[O-])cc1 (configuration not stated)	9	8	-3	1	-8	33	21	11	-2
6	COc1ccc(S(=O)(=O)N2CCCCCC2)cc1NC(C)C(=O)Nc1ccc(NC(C)=O)cc1 (configuration not stated)	11	-2	-11	nt	nt	12	19	0.4	-23
7	COc1ccc(C2C(C(=O)c3cccs3)=C(O)C(=O)N2Cc2cccnc2)cc1OC (configuration not stated)	0	-5	-14	-6	-6	1	23	0.7	-13
8	O=S(=O)(NCCc1ccccc1)c1ccc(F)cc1Br	-5	-6	-2	-17	nt	1	3	-0.1	-1
9	O=C(NCc1ccccc1)NC(O)C(Cl)(Cl)Cl (configuration not stated)	5	-5	-1	-10	-18	4	6	0.0	1
10	CCCc1nc2ccc(NC(=O)NCCC(=O)OCC)cc2c(=O)n1Cc1cccc(Cl)c1	47	-2	10	-24	-3	8	-4	0.3	18
11	CCCC(=O)Nc1cc2c3c(c1)CCN3C(=O)CC2	-20	-2	-11	10	-4	3	14	1.4	-12
12	COc1ccccc1C(=O)NCCCCNC(=O)c1ccccc1OC	-17	-2	-1	-10	-9	2	15	1.0	-6
13	CCSc1nnnn1-c1ccccc1	2	-2	-17	0	-2	3	12	-0.1	-4
14	O=C(Cc1ccc(Cl)cc1)OCC(=O)c1ccc[nH]1	3	-5	6	-8	-5	18	-4	-0.1	-5
15	COC(=O)c1cccc(N(C(=O)c2cnccn2)C(C(=O)NC2CCCCC2)c2cn(C)nc2C)c1 (configuration not stated)	-1	-4	-6	1	0	5	8	0.4	2
16	CCn1c(SCC(=O)Nc2cc(NC(C)=O)ccc2OC)nnc1-c1ccccn1	-18	-2	-28	-7	-4	10	10	0.7	-25
17	CSc1nnnn1-c1cccc(O)c1	8	4	-9	4	-9	2	2	0.8	3
18	CCOc1ccccc1NC(=O)[C@@H](NC(=O)c1ccccc1F)C(C)C	-6	-3	-4	-25	2	2	19	1.0	-14
19	N#Cc1ccccc1CN1C(=O)NC(Cc2c[nH]c3ccccc23)C1=O (configuration not stated)	-21	0	-7	-9	-2	4	9	1.0	-1
20	CC1(C)CC(=O)C2=C(C1)N(c1ccccc1C#N)C(N)=C(C#N)C2c1cccs1 (configuration not stated)	11	-5	-4	-21	-16	0	15	3.3	0
21	CSc1ccccc1NC(=O)c1onc(C)c1Cl	-8	-5	-6	-7	0	-2	11	-0.5	-4
22	Cc1ccc(C(C(=O)NC2CCCCC2)N(C(=O)c2csnn2)C2CCCC2)o1 (configuration not stated)	0	-3	-10	-14	1	10	13	1.1	-17
23	CCOC(=O)c1[nH]c2ccc(C(=O)OC)cc2c1C(=O)OCC	-2	-14	2	-20	3	9	-13	-0.9	25*
24	O=C(COC(=O)c1ncc(Cl)c(Cl)c1Cl)NC1CCCCCC1	-20	-6	-2	-6	-10	7	14	0.6	-6
25	CCOC(=O)Cc1nn(Cc2nc(-c3ccc(C#N)cc3)cs2)c(=O)c2ccccc12	33	-3	7	-5	-7	3	14	5.5	-6
26	CS(=O)(=O)N(CC(=O)N1CCOCC1)c1cccc(Cl)c1Cl	-8	-2	-2	-5	-6	2	-2	0.5	-11
27	COC(=O)c1ccc(CN2C(=O)c3ccccc3C2=O)o1	-12	-2	-4	3	-5	7	19	0.4	-10
28	COc1cc2c(cc1OC)CN(C(=O)c1ccccc1C(=O)O)CC2	0	0	-9	-10	-5	10	3	0.0	-7
29	O=C(CS(=O)(=O)c1cn(Cc2ccc(F)cc2)c2ccccc12)N1CCOCC1	10	1	-12	-11	-8	3	17	2.3	-7
30	COc1cc(/C=N/NC(=S)NC(C)C)ccc1OCC(=O)Nc1c(C)cc(C)cc1C	50*	-4	6	-3	-8	7	8	1.8	-4
31	O=C(CN1CC[n+]2c(-c3ccccc3)csc21)c1ccc(Br)cc1	-11	-9	22	-7	-9	13	5	0.5	-3
32	O=C(Nc1cc(Cl)ccc1C(=O)O)c1ccc(CN2C(=O)c3ccccc3C2=O)cc1	9	0	0	-4	4	1	10	0.3	0
33	CS(=O)(=O)c1cc(N2CCOCC2)ccc1CNC[C@H]1O[C@@H](n2cnc3c(=O)[nH]c(N)nc32)[C@H](O)[C@@H]1O	-12	-4	-15	nt	nt	2	-6	-0.3	-2
34	C[C@H](NC(N)=O)C(=O)N1CCN(S(=O)(=O)c2ccc3ccccc3c2)CC1	-14	-5	-18	-5	-1	-2	6	0.9	-15
35	COc1cc(C)c(CN2CCN(C(=O)CCC(=O)c3ccc(C)s3)CC2)cc1OC	-1	-5	-17	nt	nt	-2	12	0.5	-3
36	Cc1cc(C)n(-c2cc(=O)n(C)c(=O)n2C)n1	-1	-2	4	-4	-21	7	9	0.1	-4
37	COC(=O)c1cc2sccc2n1Cc1nc(-c2ccc(Cl)cc2)oc1C	-1	2	4	1	-13	0	4	0.3	4
38	Cc1ccccc1-c1ccc(C(=O)Nc2cccc(F)c2)o1	20	-4	5	-9	-3	12	8	-0.2	-11
39	O=C(Nc1ccc2c(c1)OCO2)c1c(F)cccc1F	-2	-4	-8	-9	-3	-1	5	0.2	-11
40	O=C(Nc1ccc(-c2nc3cc(Cl)ccc3o2)cc1)C1CCCO1 (configuration not stated)	11	-1	-10	-9	1	1	-2	-0.2	3

# Exported with two lines to a compound: part of the list above.
# Results follow in this order: TAAR1 antag | M1 ag | CHRM1 antagonist | CHO parental Ca | OXTR potentiate | TAAR1 agonist | M1 PAM parental | M1 ag parental | CHO-K1 Ca antag
(26) CS(=O)(=O)N(CC(=O)N1CCOCC1)c1cccc(Cl)c1Cl
 : -8 | -2 | -2 | -5 | -6 | 2 | -2 | 0.5 | -11
(27) COC(=O)c1ccc(CN2C(=O)c3ccccc3C2=O)o1
 : -12 | -2 | -4 | 3 | -5 | 7 | 19 | 0.4 | -10
(28) COc1cc2c(cc1OC)CN(C(=O)c1ccccc1C(=O)O)CC2
 : 0 | 0 | -9 | -10 | -5 | 10 | 3 | 0.0 | -7
(29) O=C(CS(=O)(=O)c1cn(Cc2ccc(F)cc2)c2ccccc12)N1CCOCC1
 : 10 | 1 | -12 | -11 | -8 | 3 | 17 | 2.3 | -7
(30) COc1cc(/C=N/NC(=S)NC(C)C)ccc1OCC(=O)Nc1c(C)cc(C)cc1C
 : 50* | -4 | 6 | -3 | -8 | 7 | 8 | 1.8 | -4
(31) O=C(CN1CC[n+]2c(-c3ccccc3)csc21)c1ccc(Br)cc1
 : -11 | -9 | 22 | -7 | -9 | 13 | 5 | 0.5 | -3

# Further entries follow.
nr	SMILES	TAAR1 antag	M1 ag	CHRM1 antagonist	CHO parental Ca	OXTR potentiate	TAAR1 agonist	M1 PAM parental	M1 ag parental	CHO-K1 Ca antag
41	O=C(OCCN1CCCCC1)c1cccc(Cl)c1	-12	-9	8	-12	-2	2	17	0.8	-7
42	CCc1nc(SCC(=O)Nc2cccc(C(F)(F)F)c2)c2c(=O)n(C)c(=O)n(C)c2n1	-35	-6	13	-21	-5	0	-8	-0.3	15
43	CCOC(=O)c1c(-c2ccc(C)o2)csc1NC(=O)CN1CCC(C(N)=O)CC1	22	-3	2	-23	-28	7	-3	1.6	-1
44	O=C(COc1ccccc1[N+](=O)[O-])N/N=C/C=C/c1ccco1	0	-4	2	-7	-12	3	10	0.3	5
45	Cc1ccc(S(C)(=O)=O)cc1C(=O)Nc1ccc(S(=O)(=O)Nc2nccs2)cc1	4	-5	-4	6	-3	4	7	0.2	-4
46	O=C(CSCc1ccc(Cl)cc1)Nc1ccc(Br)cc1C(=O)O	-31	-1	2	-4	-2	0	-10	0.4	11
47	Cc1ccc(N2CCN(S(=O)(=O)c3ccc(Cl)s3)CC2C)cc1 (configuration not stated)	6	-1	1	-13	-14	3	-5	0.1	0
48	O=C(NCCCCCCNC(=O)C1CCCC1)C1CCCC1	-5	-5	-4	-1	2	2	11	0.2	0
49	O=[N+]([O-])c1cccnc1N1CCCCC1	-3	-5	3	-12	-4	13	21	0.6	-3
50	CN1C(=O)C2(C(C#N)=C(N)N(c3cc(Cl)cc(Cl)c3)C3=C2C(=O)CCC3)c2ccccc21 (configuration not stated)	-4	-2	-5	-18	-6	2	16	0.2	-7
51	CCOc1ccc(CN(CC)C(=O)c2ccc3c(c2)[nH]c(=O)c(=O)n3CC)cc1OC	-8	-1	1	-17	-5	0	-3	0.6	-6
52	C/C(=N\NC(=O)c1ccc(NS(=O)(=O)c2cccs2)cc1)c1cccs1	-7	-4	-3	9	-10	3	-2	0.2	-9
53	Cc1cccc(N2C(=O)C3CCC(c4ccccc4)CC3C2=O)c1 (configuration not stated)	-4	-5	3	-22	-11	-1	11	1.7	-7
54	CN(C)Cc1ccccc1Sc1ccc(Br)cc1	-3	-10	10	-11	-9	5	29	0.1	-13
55	O=[N+]([O-])c1ccccc1CSc1nnc2ccccn12	3	-8	-2	-3	-8	14	29	0.5	-18

# 5 of the entries above in order of their number in CHRM1 antagonist, rising:
cpd	mol	CHRM1 antagonist
34	C[C@H](NC(N)=O)C(=O)N1CCN(S(=O)(=O)c2ccc3ccccc3c2)CC1	-18
35	COc1cc(C)c(CN2CCN(C(=O)CCC(=O)c3ccc(C)s3)CC2)cc1OC	-17
33	CS(=O)(=O)c1cc(N2CCOCC2)ccc1CNC[C@H]1O[C@@H](n2cnc3c(=O)[nH]c(N)nc32)[C@H](O)[C@@H]1O	-15
39	O=C(Nc1ccc2c(c1)OCO2)c1c(F)cccc1F	-8
18	CCOc1ccccc1NC(=O)[C@@H](NC(=O)c1ccccc1F)C(C)C	-4
